GLP1R cytotox = cytotoxic in the GLP-1 receptor inverse agonist counter-screen; AID 624418; Potency, µM (series often up to 38.3 µM), for inactives: top-dose activity change, negative = inhibition, actives largely listed as inhibitors; HEK293 cAMP-luciferase reporter cells, luminescence, 24 h; 410,000 tested, 0.13% active;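 also: loss of luciferase light is scored as toxicity; potency is read from the fitted curve at half-maximal effect; % is scaled to controls: 0 for no effect and ±100 for the full control effect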
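Quantitative HTS format, 1536 wells, 200 cells/uL seeded. Compounds: 23 nL, 24 h, 37 °C. Detection: luciferase reagent, luminescence at 12 min RT; decreased signal taken as cytotoxic.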
Abeta rescue = A-beta toxicity reversal in yeast; 410,000 tested, 0.063% active; AID 1347071; yeast expressing A-beta42, growth rescue, OD600, 48 h; response scale: 0% DMSO, 100% iron-clioquinol control; Potency, µM (titrated, usually from 46.1 µM), inactives show top-dose growth rescue, most hits filed as activators; also: potency is read from the fitted curve at half-maximal effect; nearly all actives have a fitted effect of over 55% in size
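Growth rescue measured by 600 nm absorbance after 48 h yeast culture at 30 C with compound. Values normalized between DMSO and an equimolar ferric chloride plus clioquinol control.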
Mm-Cpn inhibitor = blocks the Methanococcus maripaludis chaperonin Mm-Cpn; purified Mm-Cpn ATPase, ADP Transcreener TR-FRET; Potency, µM (doses to about 76.9 µM), inactives show top-dose activity, negative = inhibition, hits mostly inhibitors; 330,000 tested, 0.031% active; also: potency is read from the fitted curve at half-maximal effect; % is scaled to controls: 0 for no effect and ±100 for the full control effect; nearly all actives have a fitted effect of over 80% in size
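Reaction buffer contained 30 mM Tris pH 7.4, 100 mM KCl, 5 mM MgCl2 and 1 mM DTT. Mm-CPN (25 nM final) hydrolysed 10 uM ATP over 30 min at 37°C; ADP was read by HTRF.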
TDP43 rescue = TDP-43 toxicity inhibition in yeast. TDP-43 expressing yeast growth rescue, BacTiter-Glo, 24 h. Potency, µM (titrated, usually from 46.1 µM), for inactives: at the highest dose growth rescue (activation), hits mostly activators. 410,000 tested, 1.8% active. AID 652104; also: potency is read from the fitted curve at half-maximal effect; % of control where 0% means no effect; nearly all actives have a fitted effect of over 50% in size
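Readout is BacTiter-Glo luminescence of cell growth, so inhibitors register as activators. TDP-43-expressing yeast at OD600=0.02 in galactose medium, after raffinose pregrowth to mid-log, were incubated with compound for 24 hr at 30 deg C.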
FUS suppressor = FUS proteinopathy suppression in yeast. S. cerevisiae FUS-expressing, growth rescue, OD600, 24 h. Potency, µM (top dose mostly 76.6 µM), for inactives: at the top dose growth rescue (activation), actives largely listed as activators. 390,000 tested, 0.24% active. AID 1347120;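 also: potency is read from the fitted curve at half-maximal effect; plate controls were DMSO vehicle for no effect and reference control for full effect; nearly all actives have a fitted effect of over 55% in size; some results filed as inactive show a strong effect at the top dose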
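Cultures pregrown in 2.5% raffinose medium are shifted to minimal medium containing 2% galactose to express toxic FUS. Compounds are tested at several concentrations. After 24hr at 30C, growth is quantified at 600 nm absorbance.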
GLP1R inv ag = acts as inverse agonist at human GLP-1 receptor; P43220; HEK293 GLP-1R CRE-luciferase, luminescence, 24 h; GLP-1R form is constitutively active; Potency, µM (doses to about 38.3 µM), for the others: at the highest dose activity change, negative = inhibition, most hits filed as inhibitors; 410,000 tested, 1.6% active; AID 624417; also: potency is read from the fitted curve at half-maximal effect; % is scaled to controls: 0 for no effect and ±100 for the full control effect; nearly all actives have a fitted effect of over 55% in size
Target sequence (P43220 whole entry, looked up): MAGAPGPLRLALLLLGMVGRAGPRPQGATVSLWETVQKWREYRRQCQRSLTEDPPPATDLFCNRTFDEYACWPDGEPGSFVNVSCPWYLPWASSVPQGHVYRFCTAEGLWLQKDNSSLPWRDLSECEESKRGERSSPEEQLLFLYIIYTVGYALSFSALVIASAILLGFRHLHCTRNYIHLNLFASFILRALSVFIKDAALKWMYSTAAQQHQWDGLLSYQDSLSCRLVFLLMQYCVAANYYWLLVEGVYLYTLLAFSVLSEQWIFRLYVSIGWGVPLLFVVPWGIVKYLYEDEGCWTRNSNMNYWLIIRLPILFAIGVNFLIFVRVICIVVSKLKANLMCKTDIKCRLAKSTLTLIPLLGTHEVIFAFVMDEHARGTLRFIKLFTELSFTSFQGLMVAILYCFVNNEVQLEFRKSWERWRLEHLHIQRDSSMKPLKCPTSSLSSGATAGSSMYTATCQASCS
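HEK293 cells stably co-expressing a cAMP-responsive luciferase reporter and constitutively active GLP-1R were seeded, incubated 12 h, then exposed to compounds for 24 h at 37 C. Luminescence was read 12 min after detection reagent; inverse agonists lower signal.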
PTHR1 ag = activates the human parathyroid hormone receptor PTHR1 | Potency, µM (highest dose often 115 µM), for inactives: at the top dose activation, actives largely listed as activators | Q03431 | HEK293 GP2 PTHR1 cells, GloSensor cAMP luminescence, 1 h | AID 743266 | 410,000 tested, 0.075% active; also: potency is read from the fitted curve at half-maximal effect; nearly all actives have a fitted effect of over 55% in size; some results filed as inactive show a strong effect at the top dose; inactives centre near -15; many of its hits are not listed in these tables
Target sequence (Q03431 whole entry, looked up): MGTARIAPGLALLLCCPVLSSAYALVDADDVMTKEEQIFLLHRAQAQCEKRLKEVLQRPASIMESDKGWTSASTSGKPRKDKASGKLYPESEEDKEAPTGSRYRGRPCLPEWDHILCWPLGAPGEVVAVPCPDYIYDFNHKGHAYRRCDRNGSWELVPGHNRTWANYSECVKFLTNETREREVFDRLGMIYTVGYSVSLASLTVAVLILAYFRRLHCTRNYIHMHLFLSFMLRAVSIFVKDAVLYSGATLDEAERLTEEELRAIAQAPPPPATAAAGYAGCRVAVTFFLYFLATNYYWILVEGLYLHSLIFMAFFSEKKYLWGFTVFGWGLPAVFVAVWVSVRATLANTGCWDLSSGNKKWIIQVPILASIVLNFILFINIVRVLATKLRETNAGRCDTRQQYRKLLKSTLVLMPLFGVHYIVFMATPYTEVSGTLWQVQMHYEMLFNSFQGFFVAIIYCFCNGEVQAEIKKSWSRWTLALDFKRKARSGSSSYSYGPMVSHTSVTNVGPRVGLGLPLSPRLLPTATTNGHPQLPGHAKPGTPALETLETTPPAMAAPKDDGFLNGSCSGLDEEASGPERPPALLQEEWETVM
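HEK-293-derived GP2 cells expressing PTHR1 and a GloSensor cAMP reporter, 3,000/well, plated overnight, given luciferin plus IBMX (each 0.5 mM as added) for 1 h at 37 °C, then compound for 1 h at 37 °C. Luminescence was read after 15 min at room temperature.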
aSyn rescue = alpha-synuclein toxicity inhibition in yeast; 370,000 tested, 0.14% active; Potency, µM (highest dose often 46.1 µM), without a hit: at the top dose growth rescue (activation), usual class: activators; AID 652106; Yeast expressing alpha-synuclein, growth rescue, BacTiter-Glo, 24 h; also: potency is read from the fitted curve at half-maximal effect; % of control where 0% means no effect; nearly all actives have a fitted effect of over 65% in size
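Readout is rescue of growth in alpha-synuclein-expressing yeast, so inhibitors of toxicity appear as activators. Growth after 24 hr at 30 deg C in galactose medium is quantified by luminescence.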
pAkt inh = Akt phosphorylation inhibition; Neuro2A IGF-stimulated pAkt S473 HTRF, 20 min; active compounds read low; 360,000 tested, 0.32% active; activity change, % for hits at 50 µM; AID 651550; in the data active = activity change below about -80%; inconclusive = mostly about -51% to -80%; also: % is scaled to controls: 0 for no effect and ±100 for the full control effect
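Single-point screen (50 µM final compound) in Neuro2A cells stimulated 20 min with 6 nM IGF at 37 deg C. After lysis, Ser473-phosphorylated Akt read by HTRF (ex 330 nm, em 615/665 nm) as the 665/615 ratio.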
* = called active by the depositor; [ ] = dose if it differs, or a comment. Unless noted, calls follow the shape of the dose curve; as a rule, active = well fitted curve in the direction sought with a large enough effect; inconclusive = small, poorly fitted or top-dose-only effect, or another doubt; inactive = no such curve, though single readings can be large; an effect the other way counts as inactive or inconclusive. These rows are one share of the data; rates above refer to the full screens.

O=C(C1CC(c2ccccc2O)=NO1)N1CCCCC1 (configuration not stated) was read as GLP1R cytotox 3%, Abeta rescue 0%, Mm-Cpn inhibitor 0%, TDP43 rescue -15%, FUS suppressor -8%, GLP1R inv ag -8%, PTHR1 ag -4%[57.5 µM], aSyn rescue 2% and pAkt inh inactive.
`Cc1cccc(OCCn2c(NC(=O)c3ccco3)nc3ccccc32)c1` gave GLP1R cytotox inconclusive, Abeta rescue 6%, Mm-Cpn inhibitor -4%, TDP43 rescue 16µM*, FUS suppressor 21%, GLP1R inv ag inconclusive, PTHR1 ag -25%[57.5 µM], aSyn rescue 5% and pAkt inh inactive.
For CCOC(=O)C(NC(=O)NC1CCCCC1)(c1ccccc1)C(F)(F)F (configuration not stated) the results were GLP1R cytotox 1%, Abeta rescue -8%, Mm-Cpn inhibitor 0%, TDP43 rescue -9%, FUS suppressor inconclusive, GLP1R inv ag 0%, PTHR1 ag inactive, aSyn rescue -13% and pAkt inh inactive.
Screening CCCCCC(=O)Nc1cccc(C2=NOC3(C2)C[C@H](C(N)=O)N(C(=O)CCCCC)C3)c1 (some centres not stated) returned GLP1R cytotox -18%, Abeta rescue -11%, Mm-Cpn inhibitor 0%, TDP43 rescue -9%, FUS suppressor inconclusive, GLP1R inv ag 10%, PTHR1 ag -18%, aSyn rescue 0% and pAkt inh inactive.
CC1CCN(C(=O)c2cc(F)c(F)cc2Cl)CC1 was read as GLP1R cytotox 2%, Abeta rescue -23%, Mm-Cpn inhibitor 0%, TDP43 rescue 0%, FUS suppressor -16%, GLP1R inv ag -36%, PTHR1 ag -7%[57.5 µM], aSyn rescue 5% and pAkt inh inactive.
`COc1cccc(C(C(=O)NCc2ccccc2)N2CCN(c3cccc(C)c3C)CC2)c1OC` (configuration not stated) gave GLP1R cytotox -15%, Abeta rescue 2%, TDP43 rescue 10%, FUS suppressor 44%, GLP1R inv ag inconclusive, PTHR1 ag -21%, aSyn rescue 4% and pAkt inh inactive.
`O=C1CC(c2nc(-c3cccc(Cl)c3)no2)CN1c1ccc2c(c1)OCCO2` (configuration not stated) gave GLP1R cytotox 9%, Abeta rescue -12%, TDP43 rescue inconclusive, FUS suppressor 3%, GLP1R inv ag 11% and PTHR1 ag -24%.
`O=C(COC(=O)C12CC3CC(CC(O)(C3)C1)C2)N1CCN(S(=O)(=O)c2ccc(Cl)cc2)CC1` gave GLP1R cytotox -9%, Abeta rescue -6%, Mm-Cpn inhibitor -4%, TDP43 rescue -4%, FUS suppressor inconclusive, GLP1R inv ag -14%, PTHR1 ag -6%[57.5 µM], aSyn rescue -2% and pAkt inh inactive.
For COCCCNC(=S)N1CCCN(c2nc3cc(C)ccc3cc2C#N)CC1 the results were GLP1R cytotox -3%, Abeta rescue 1%, Mm-Cpn inhibitor 1%, TDP43 rescue inconclusive, FUS suppressor inconclusive, GLP1R inv ag inconclusive, PTHR1 ag -37%[inhibitor], aSyn rescue 10% and pAkt inh inactive.
For CCSc1ccccc1C(=O)Nc1ccc(-c2nc3ccccc3s2)c(O)c1 the results were GLP1R cytotox 1%, Abeta rescue -15%, TDP43 rescue -6%, FUS suppressor -2%, GLP1R inv ag 9% and PTHR1 ag 9%.
For O=C(N/N=C/c1ccc2c(c1)OCO2)c1ccc(Br)o1 the results were GLP1R cytotox -18%, Abeta rescue -13%, Mm-Cpn inhibitor 0%, TDP43 rescue 18%, FUS suppressor 6%, GLP1R inv ag -19%, PTHR1 ag -3%, aSyn rescue 5% and pAkt inh inactive.
CC1CC(C)CN(S(=O)(=O)c2ccc(NC(=O)C3COc4ccccc4O3)cc2)C1 (configuration not stated) was read as GLP1R cytotox -3%, Abeta rescue inconclusive, Mm-Cpn inhibitor 0%, TDP43 rescue 25%, FUS suppressor 3%, GLP1R inv ag inconclusive, PTHR1 ag -15%, aSyn rescue 10% and pAkt inh inactive.
`COc1cc(OC)c(NC(=O)c2cnn(-c3cccc(Cl)c3C)c2C2CCN(C(=O)OC(C)(C)C)CC2)cc1Cl` gave GLP1R cytotox 17%, Abeta rescue 0%, TDP43 rescue 10%, FUS suppressor 8%, GLP1R inv ag 1% and PTHR1 ag inactive.
Screening COc1ccc(Cl)cc1NC(=O)C(=O)NCc1ccc(Cl)cc1 returned GLP1R cytotox -6%, Abeta rescue -15%, TDP43 rescue 3%, FUS suppressor 14%, GLP1R inv ag 0% and PTHR1 ag inactive.
For CC(/C=N/NC(=O)c1cc(-c2ccc(C)s2)[nH]n1)=C\c1ccccc1 the results were GLP1R cytotox -26%, Abeta rescue 4%, Mm-Cpn inhibitor 2%, TDP43 rescue -8%, FUS suppressor 10%, GLP1R inv ag inconclusive, PTHR1 ag -25%, aSyn rescue -5% and pAkt inh inactive.
COc1cc(/C=C2\C(=O)NN(c3ccccc3)C2=O)cc([N+](=O)[O-])c1O was read as GLP1R cytotox inconclusive, Abeta rescue 9%, Mm-Cpn inhibitor -8%, TDP43 rescue -29%, FUS suppressor 35%, GLP1R inv ag inconclusive, PTHR1 ag -26%, aSyn rescue -2% and pAkt inh inactive.
`COC(=O)c1c(NC(=O)CC2SC(N)=NC2=O)sc2c1CCCC2` (configuration not stated) gave GLP1R cytotox -21%, Abeta rescue -13%, Mm-Cpn inhibitor -7%, TDP43 rescue -18%, FUS suppressor 18%, GLP1R inv ag 19%, PTHR1 ag -10%, aSyn rescue 4% and pAkt inh inactive.
O=C(NCc1ccccc1C(F)(F)F)C1CC(c2ccccc2[N+](=O)[O-])=NO1 (configuration not stated) was read as GLP1R cytotox 1%, Abeta rescue -4%, Mm-Cpn inhibitor 1%, TDP43 rescue 13µM*, FUS suppressor 6%, GLP1R inv ag -21%, PTHR1 ag -8%, aSyn rescue 4% and pAkt inh inactive.
Screening CCS(=O)(=O)c1ccc(O)c(NC(=O)COc2ccc(Br)cc2)c1 returned GLP1R cytotox -4%, Abeta rescue -9%, Mm-Cpn inhibitor 1%, TDP43 rescue -20%, FUS suppressor 9%, GLP1R inv ag 6%, PTHR1 ag -8%, aSyn rescue 2% and pAkt inh inactive.
For CC(NC(=O)c1ccccc1)c1nnc(SCc2nc3ccccc3c(=O)[nH]2)n1C (configuration not stated) the results were GLP1R cytotox 1%, Abeta rescue 12%, Mm-Cpn inhibitor 1%, TDP43 rescue -14%, FUS suppressor 4%, GLP1R inv ag -18%, PTHR1 ag inactive, aSyn rescue -6% and pAkt inh inactive.
`Cc1cccc2sc(NC(=O)c3ccc(NS(=O)(=O)c4cccs4)cc3)nc12` gave GLP1R cytotox 17%, Abeta rescue 8%, Mm-Cpn inhibitor -21%, TDP43 rescue 17%, FUS suppressor -1%, GLP1R inv ag -14%, PTHR1 ag -37%[inhibitor], aSyn rescue -5% and pAkt inh inactive.
COc1ccc(CCNc2oc(-c3ccc(C)cc3)nc2C#N)cc1OC was read as GLP1R cytotox 3%, Abeta rescue 4%, Mm-Cpn inhibitor -2%, TDP43 rescue 17%, FUS suppressor 1%, GLP1R inv ag 5%, PTHR1 ag -89%[inhibitor], aSyn rescue -6% and pAkt inh inactive.
`CC1CCC(NC(=O)CN(C)S(=O)(=O)c2cnc[nH]2)CC1` (configuration not stated) gave GLP1R cytotox -6%, Abeta rescue -10%, Mm-Cpn inhibitor 2%, TDP43 rescue -6%, FUS suppressor -7%, GLP1R inv ag 7%, PTHR1 ag inactive, aSyn rescue 3% and pAkt inh inactive.
`O=C1NCC(O)=C1C=NCCO` gave GLP1R cytotox -10%, Abeta rescue -9%, Mm-Cpn inhibitor -5%, TDP43 rescue -31%[inhibitor], GLP1R inv ag 0%, PTHR1 ag 4%, aSyn rescue -2% and pAkt inh inactive.
For CC1(Cc2cccc(F)c2)C(=O)Nc2ccc(-c3cccnc3)cc21 (configuration not stated) the results were GLP1R cytotox -10%, Abeta rescue -19%, TDP43 rescue -6%, FUS suppressor 4%, GLP1R inv ag inconclusive, PTHR1 ag -34%, aSyn rescue -3% and pAkt inh inactive.
CCOc1ccc(N(c2nc(-c3ccc(OC)c(OC)c3)no2)c2nc(-c3ccc(OC)c(OC)c3)no2)cc1 was read as GLP1R cytotox 2%, Abeta rescue 7%, TDP43 rescue inconclusive, FUS suppressor -19%, GLP1R inv ag 0% and PTHR1 ag -11%.
Screening COc1ccc(S(=O)(=O)c2cnc3ccc(OC)cc3c2N2CCC3(CC2)OCCO3)cc1 returned GLP1R cytotox -23%, Abeta rescue -16%, Mm-Cpn inhibitor -1%, TDP43 rescue inconclusive, FUS suppressor inconclusive, GLP1R inv ag 12%, PTHR1 ag -37%[inhibitor], aSyn rescue inconclusive and pAkt inh inactive.
COc1ccc(N(Cc2ccccc2)S(=O)(=O)c2cccc(C(=O)Nc3ncccc3C)c2)cc1 was read as GLP1R cytotox 5%, Abeta rescue -10%, Mm-Cpn inhibitor 1%, TDP43 rescue 14%, FUS suppressor inconclusive, GLP1R inv ag inconclusive, PTHR1 ag inactive, aSyn rescue -1% and pAkt inh inactive.

Screening results as filed in PubChem.
